Rev-erbA mod – modulators of Rev-erb alpha DNA binding, primary screen, biochemical, FITC-DNA, fluorescence polarization, uHTS; Nuclear receptor subfamily 1 group D member 1 (Homo sapiens), P20393; Rev-erbα–FITC-DNA binding, 90 min; activity, % at 10 µM; 370,000 compounds, 0.79% hits;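 active means activity above about 14%, limit read from the data; passing the limit was not always enough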;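 further: 0% = DMSO wells with 35 nM protein and 100% = DMSO wells with 750 nM protein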
DAX1 inh-1 – DAX1 (NR0B1) inhibitors on StAR promoter, primary screen, cell-based, luminescence, SF-1 (NR5A1), full-length DAX-1; HEK293T StAR-luciferase reporter, SF-1/DAX-1 repression relief; inhibition, % at 6.8 µM; 370,000 compounds, 1.1% hits; AID 652010, 2013;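 active means inhibition above the mean over all tested compounds plus 3 SD, cut at about 3.6% in these data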;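 further: 0% = DAX-1 cells with DMSO and 100% = cells lacking DAX-1 with DMSO; higher inhibition means more luminescence from relief of DAX-1 repression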
hcDAF12 agonist – H. contortus DAF-12 nuclear receptor activators, primary screen, cell-based, luminescence, HEK293, lit1-tk-luc reporter; 370,000 compounds, 1.4% hits; HEK293 hcDAF-12 lit1-tk-luc reporter; 0% DMSO, 100% Δ7-dafachronic acid; activation, % at 6.8 µM; AID 652067, 2013;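 active means activation above the mean of all tested compounds plus 3 SD, cut at about 5.5% in these data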;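 further: 100% = response to 3 µM Δ7-dafachronic acid high control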
ADAM17 inh – ADAM17 inhibitors, primary screen, biochemical, QFRET; 370,000 compounds, 0.83% hits; recombinant ADAM17, EDANS/DABCYL FRET peptide cleavage; Disintegrin and metalloproteinase domain-containing protein 17 (Homo sapiens), P78536; inhibition, % at 6.95 µM; AID 720648, 2013;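 active means inhibition above the mean of compounds lying between control limits plus 3 SD, set per campaign, cut at about 8.5% in these data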;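 further: 0% = DMSO-only wells as the low control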
ssDAF-12 act – S. stercoralis DAF-12 nuclear receptor activators, primary screen, cell-based, luminescence, HEK293, GRIP1 co-expression, lit1-tk-luc. 370,000 compounds, 1% hits. HEK293 ssDAF-12/GRIP1 lit1-tk-luc reporter; % of 3 µM dafachronic acid response. activation, % at 6.8 µM. Nuclear hormone receptor DAF-12 (Strongyloides stercoralis). AID 652126, 2013;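 active means activation above the mean over all tested compounds plus 3 SD, cut at about 0.9% in these data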;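 further: 0% = DMSO-only wells and 100% = 3 µM delta7-dafachronic acid wells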
SMARCA2 activ – SMARCA2 (BRM) function activators, primary screen, cell-based, luminescence, high throughput. MG213 cells, MMTV-luciferase reporter, dexamethasone, overnight. activation, % at 9.1 µM. 370,000 compounds, 1% hits; in the data active means activation above about 7.8%;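 further: 0% = vehicle wells and 100% = reference activator wells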
PLC-beta3 inh – human PLC-beta3 inhibitors, primary screen, biochemical, fluorescence; 1-phosphatidylinositol 4,5-bisphosphate phosphodiesterase beta-3 (Homo sapiens), Q01970; inhibition, % at 12.2 µM; Purified PLC-beta3, fluorogenic substrate; 370,000 compounds, 0.18% hits; in the data active means inhibition above about 11%;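 further: 0% = median of compound wells on plate and 100% = full blocker control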
hgDAF12 agonist – H. glycines DAF-12 receptor agonists, primary screen, cell-based, luminescence, HEK293, GAL4 fusion, UAS-luciferase; Nuclear hormone receptor DAF-12 (Heterodera glycines), GAL4 fusion; HEK293 GAL4-hgDAF12 UAS-luciferase reporter, agonist luminescence; normalized to butyrate control; activation, % at 6.8 µM; 370,000 compounds, 1.8% hits; AID 687014, 2013;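 active means activation above a cutoff set at the mean of all screened compounds plus 3 SD, cut at about 10% in these data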;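 further: 0% = DMSO wells and 100% = sodium butyrate wells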
PLCg1 inh – PLC-gamma1 enzyme inhibitors, primary screen, biochemical, fluorescence, purified enzyme; 1-phosphatidylinositol 4,5-bisphosphate phosphodiesterase gamma-1 (Homo sapiens), P19174; fluorogenic substrate; inhibition, % at 12.2 µM; 370,000 compounds, 0.84% hits; AID 720700, 2013; in the data active means inhibition above about 9.5%
MBD2 DNA inh – inhibitors of MBD2 binding to methylated DNA, primary screen, biochemical, TR-FRET, DNA-binding domain, human | MBD2 binding to methylated oligonucleotide | Methyl-CpG-binding domain protein 2 (Homo sapiens), Q9UBB5 | inhibition, % at 4.4 µM | 370,000 compounds, 0.31% hits; in the data active means inhibition above about 13%
Target sequence (Q9UBB5 whole entry, looked up, the tested form may be a part): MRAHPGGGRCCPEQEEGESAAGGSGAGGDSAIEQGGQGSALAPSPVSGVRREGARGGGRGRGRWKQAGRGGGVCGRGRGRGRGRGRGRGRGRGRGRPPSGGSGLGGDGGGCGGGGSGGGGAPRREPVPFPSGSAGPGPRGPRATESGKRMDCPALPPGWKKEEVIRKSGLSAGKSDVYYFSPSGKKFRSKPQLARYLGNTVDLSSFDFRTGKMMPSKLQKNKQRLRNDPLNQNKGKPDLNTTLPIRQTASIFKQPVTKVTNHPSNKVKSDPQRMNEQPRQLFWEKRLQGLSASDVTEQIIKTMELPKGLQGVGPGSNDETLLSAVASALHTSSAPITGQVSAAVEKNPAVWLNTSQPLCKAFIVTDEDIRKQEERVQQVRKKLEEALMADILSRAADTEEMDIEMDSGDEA
DAX1 inh-2 – DAX1 (NR0B1) inhibitors, primary screen, cell-based, HEK293, Gal4-DAX1, luciferase luminescence; HEK293 Gal4-DAX1 luciferase reporter; inhibition, % at 6.75 µM; AID 504766, 2011; 340,000 compounds, 0.99% hits;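 active means inhibition above the mean over all tested compounds plus 3 SD, cut at about 4.2% in these data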;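 further: 0% = DAX1-transfected cells with DMSO and 100% = empty-vector control cells with DMSO; inhibition shows as a rise in luminescence from relieved DAX1 repression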
Target sequence (P51843 207-470 limits assumed): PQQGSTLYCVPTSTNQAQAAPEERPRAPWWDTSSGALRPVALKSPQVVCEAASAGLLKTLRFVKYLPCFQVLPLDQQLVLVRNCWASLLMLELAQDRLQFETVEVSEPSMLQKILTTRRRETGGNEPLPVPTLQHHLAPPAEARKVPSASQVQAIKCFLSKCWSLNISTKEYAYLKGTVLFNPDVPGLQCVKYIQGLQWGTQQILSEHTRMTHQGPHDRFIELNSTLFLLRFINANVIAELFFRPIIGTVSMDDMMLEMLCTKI
* = called active by the depositor; i = inactive; / = no result given.

Molecule,Rev-erbA mod,DAX1 inh-1,hcDAF12 agonist,ADAM17 inh,ssDAF-12 act,SMARCA2 activ,PLC-beta3 inh,hgDAF12 agonist,PLCg1 inh,MBD2 DNA inh,DAX1 inh-2
CC(OC(=O)c1ccccc1Br)C(=O)Nc1nc(-c2cccc([N+](=O)[O-])c2)cs1 (centres undefined),-3,0.4,2.0,0,-1.1,-1,1,-0.1,3,-4,-2.2
Cn1c(CN2CCCCC2)nc2cc(NS(=O)(=O)c3ccc(Cl)cc3)ccc21,-7,-0.3,0.5,-2,-1.4,-2,-5,-2.6,-3,1,-1.2
COC(=O)C1CCCN1S(=O)(=O)c1ccc([N+](=O)[O-])cc1 (centres undefined),1,-0.5,-0.6,-3,-0.8,0,-2,-2.3,-3,0,2.5
Cc1cccc(NC(=O)CSc2nnc(CSc3nc(C)cc(C)n3)n2Cc2ccco2)c1,1,-0.8,-1.0,4,-1.0,-4,10,-2.6,5,3,-0.3
CCN(CC)CCCN1C(=O)C(=O)/C(=C(/O)c2ccc(OC)cc2)C1c1ccco1 (centres undefined),-1,-0.5,1.0,-4,-1.2,-1,-11,14*,-2,-1,0.2
O=C(COC(=O)c1cncc(Br)c1)Nc1ccc(N2CCCCC2)cc1,-4,-1.1,4.5,-1,1.8*,-1,-13,1.3,-1,2,1.1
Cc1ccc(-c2csc(=S)n2CC(=O)OCC(=O)NCc2ccco2)cc1,0,0.1,-0.1,2,-1.5,-3,-2,-1.1,-1,-7,2.8
Cc1onc(-c2ccccc2Cl)c1C(=O)N1CCN(c2ccc(F)cc2)CC1,1,-0.1,-2.1,-3,-0.9,-2,-8,-0.3,4,-1,0.9
Cc1ccc(CCNC(=O)CNS(=O)(=O)c2ccc3nc(C)sc3c2)cc1,0,-0.2,-2.1,-2,-1.4,0,-9,1.5,0,0,-0.1
CC(=O)Cc1nsc(NC(=O)c2cn(-c3ccccc3)nc2-c2ccc(Br)cc2)n1,13,0.6,0.6,0,0.4,-5,-1,-0.1,0,1,0.8
O=C(NCCc1ccc(O)c(Br)c1)c1ccc(Br)o1,4,1.6,0.8,5,-1.0,-2,5,-1.1,2,0,/
Cc1cc(C)cc(C(=O)Nc2ccncc2)c1,1,-0.4,-1.2,-3,-1.4,-1,-5,1.1,-2,-3,0.8
O=[N+]([O-])c1cc(/C=N/Nc2nc3ccccc3[nH]2)c(O)cc1O,-8,-3.8,1.4,4,-1.2,-3,4,-6.0,48*,-7,/
CCCCCCCCN1CCS(=O)(=O)N(Cc2ccccc2)C(C(=O)OC)C1 (centres undefined),0,-0.7,-2.3,5,-1.0,-3,2,-1.2,0,-5,/
CCOc1ccc(/C=C(/C#N)c2nnc(N3CCOCC3)n2-c2ccccc2)cc1OC,-1,-1.6,-1.6,-6,-1.3,-1,-40,-0.4,-30,-7,0.2
Cc1ccc(Sc2ncccc2N)cc1,-4,-0.4,-1.1,-6,-1.4,1,-4,5.7,0,-9,/
CCn1c(C(Cc2ccccc2)NC(=O)COC)nc2ccccc21 (centres undefined),1,0.4,2.4,-2,-0.7,0,2,-3.3,-2,1,0.2
CCOc1ccc(CCN2C(=O)C(=O)N([C@@H](CC(C)C)CN3CCC[C@H]3CN3C(=O)C(=O)NC[C@@H]3CC(C)C)C[C@@H]2Cc2ccc(O)cc2)cc1,0,-1.8,1.8,-2,-0.7,-6,5,0.3,3,16*,/
CC(C)(C)OC(=O)N1CCOCCOCCNCCOCCOCC1,-6,1.0,0.8,-2,-1.3,-4,0,0.0,-1,3,1.0
CCOc1ccc(C2=Nc3ccccc3C(c3ccc(N4CCOCC4)cc3)=NN2)cc1,9,1.2,0.9,0,0.7,3,-48,8.9,-29,0,2.0
Cc1cccc(Nc2ccccc2)c1,6,0.5,-1.8,-1,-0.7,-2,0,0.0,1,-5,-0.9
N#Cc1c(-c2ccc(F)cc2)c2c([nH]c1=O)-c1ccccc1OC2,1,0.4,0.7,i,0.6,-1,-266,-1.3,-251,-1,0.2
O=C(Nc1cccc(S(=O)(=O)N2CCCC2)c1)[C@H]1C[C@H](O)[C@@H](CO)O1,-3,1.2,-0.9,-2,-1.1,-3,1,-3.7,2,5,/
COc1ccccc1C1CCN(Cc2ccccc2Cl)CC1,3,0.6,-1.4,4,-0.6,-5,2,3.0,-1,-3,0.0
O=C(CC1SC(=O)NC1=O)Nc1ccc(Cl)cc1 (centres undefined),0,0.6,0.4,5,-0.8,1,1,0.2,5,-6,-0.4
COC(=O)c1c(NC(=O)CSc2nnc3ccccn23)sc2c1CCC2,2,0.1,-0.6,2,-1.5,1,-8,-3.0,-5,-7,0.0
CC(C)c1ccc(Nc2nc(Cl)nc(NCc3ccco3)n2)cc1,2,-0.1,-0.6,1,-0.8,0,3,1.9,0,-4,-0.1
CC(C)OCCCNc1nc(Cl)nc2c1cnn2C,1,0.5,-2.2,-6,-0.9,-2,3,2.9,2,3,0.1
Nc1ncnc(Oc2ccccc2F)c1[N+](=O)[O-],-1,0.1,-1.7,-1,-1.2,5,4,0.7,1,5,-1.6
CC(C)C(=O)Nc1cccc(COc2ccc(CN(CCc3ccccc3)C(=O)OC(C)(C)C)cc2)c1,4,-0.7,-1.4,2,-1.1,-3,5,1.0,2,-4,-1.4
CCOC(=O)C(CCC#N)(CCC#N)C(=O)OCC,1,0.0,-0.2,0,-1.1,0,1,1.1,-1,-6,0.3
O=C(c1cccc(Br)c1)N1CCCC1,-2,0.5,-1.1,-6,-1.0,0,-1,-0.9,1,-2,0.1
COc1ccc(CCNc2ncnc3[nH]ncc23)cc1OC,2,-1.5,-2.0,-4,-2.0,-3,-1,-3.2,-3,1,-1.6
O=C(COC(=O)Cc1cccc(C(F)(F)F)c1)Nc1ccc2[nH]c(=O)[nH]c2c1,-2,1.5,-0.8,-5,-0.6,0,-7,4.0,-3,-1,2.6
c1csc(C(c2nnnn2C2CCCC2)N2CCOCC2)c1 (centres undefined),-6,-0.1,-1.0,-3,-0.8,-1,0,0.6,2,0,0.4
CSc1ccc(C(O)c2ncc(-c3cccc(OCc4ccccc4)c3)[nH]2)cc1 (centres undefined),-1,-0.6,1.2,9.3*,-1.3,-3,-8,-0.2,-4,0,/
COc1ccc(-n2c(SCC#N)nnc2-c2cccnc2)cc1,0,-0.1,-1.1,-6,-1.5,-3,-2,0.4,-2,3,0.2
CN(CCNC(=O)C1CCC(=O)N(Cc2ccc(Cl)cc2)C1)CCc1ccccc1 (centres undefined),-5,-0.5,0.2,-3,-0.8,-2,-4,1.7,0,-2,0.4

Some of these compounds in order of heavy-atom count, smallest number first:
Molecule,Rev-erbA mod,DAX1 inh-1,hcDAF12 agonist,ADAM17 inh,ssDAF-12 act,SMARCA2 activ,PLC-beta3 inh,hgDAF12 agonist,PLCg1 inh,MBD2 DNA inh,DAX1 inh-2
Cc1cc(C)cc(C(=O)Nc2ccncc2)c1,1,-0.4,-1.2,-3,-1.4,-1,-5,1.1,-2,-3,0.8
O=C(CC1SC(=O)NC1=O)Nc1ccc(Cl)cc1 (centres undefined),0,0.6,0.4,5,-0.8,1,1,0.2,5,-6,-0.4
COC(=O)C1CCCN1S(=O)(=O)c1ccc([N+](=O)[O-])cc1 (centres undefined),1,-0.5,-0.6,-3,-0.8,0,-2,-2.3,-3,0,2.5
COc1ccccc1C1CCN(Cc2ccccc2Cl)CC1,3,0.6,-1.4,4,-0.6,-5,2,3.0,-1,-3,0.0
COC(=O)c1c(NC(=O)CSc2nnc3ccccn23)sc2c1CCC2,2,0.1,-0.6,2,-1.5,1,-8,-3.0,-5,-7,0.0
Cc1ccc(CCNC(=O)CNS(=O)(=O)c2ccc3nc(C)sc3c2)cc1,0,-0.2,-2.1,-2,-1.4,0,-9,1.5,0,0,-0.1
Cc1onc(-c2ccccc2Cl)c1C(=O)N1CCN(c2ccc(F)cc2)CC1,1,-0.1,-2.1,-3,-0.9,-2,-8,-0.3,4,-1,0.9
CC(OC(=O)c1ccccc1Br)C(=O)Nc1nc(-c2cccc([N+](=O)[O-])c2)cs1 (centres undefined),-3,0.4,2.0,0,-1.1,-1,1,-0.1,3,-4,-2.2
Cc1cccc(NC(=O)CSc2nnc(CSc3nc(C)cc(C)n3)n2Cc2ccco2)c1,1,-0.8,-1.0,4,-1.0,-4,10,-2.6,5,3,-0.3
